Source: PubChem
PP5 inh – PP5 (human) phosphatase inhibition; P53041; purified PP5c, OMFP substrate fluorescence; inhibition, % at 6.7 µM; hit rate 0.18% among 320,000;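 active = inhibition above the campaign's mean inhibition across all tested compounds plus 3 SD, cut at about 9.5% in these data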;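 also: 0% = DMSO only and 100% = 100 µM cantharidin control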
Fh CTSL1 inh – cathepsin L1 inhibition, PFM18AAP counter-screen; recombinant F. hepatica cathepsin L1, Z-Leu-Arg-MCA fluorescence; inhibition, % at 5.96 µM; hit rate 0.49% among 300,000;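 active = inhibition above the mean of all tested compounds plus 3 SD, set per screening campaign, cut at about 17% in these data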;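 also: 0% = plate median of test compound wells and 100% = 1 µM Z-Phe-Ala-diazomethylketone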
PP1 inh – blocks human PP1-alpha phosphatase, a PP5 counter-screen; P62136; purified PP1alpha, OMFP fluorescence; inhibition, % at 6.7 µM; hit rate 0.9% among 320,000; AID 2235;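 active = inhibition above the mean inhibition of all tested compounds plus 3 SD, computed separately for each screening campaign, cut at about 15% in these data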
PREPL inh – inhibitors of human prolyl oligopeptidase-like enzyme PREPL; Q4J6C6; recombinant PREPL, fluorescence polarization activity-based probe; inhibition, % at 5.96 µM; hit rate 0.68% among 320,000; AID 2751; in the data active = inhibition above about 43%;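 also: 0% = enzyme with DMSO and 100% = wells lacking enzyme; many of its hits are not listed in these tables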
Target sequence (Q4J6C6 whole entry, looked up): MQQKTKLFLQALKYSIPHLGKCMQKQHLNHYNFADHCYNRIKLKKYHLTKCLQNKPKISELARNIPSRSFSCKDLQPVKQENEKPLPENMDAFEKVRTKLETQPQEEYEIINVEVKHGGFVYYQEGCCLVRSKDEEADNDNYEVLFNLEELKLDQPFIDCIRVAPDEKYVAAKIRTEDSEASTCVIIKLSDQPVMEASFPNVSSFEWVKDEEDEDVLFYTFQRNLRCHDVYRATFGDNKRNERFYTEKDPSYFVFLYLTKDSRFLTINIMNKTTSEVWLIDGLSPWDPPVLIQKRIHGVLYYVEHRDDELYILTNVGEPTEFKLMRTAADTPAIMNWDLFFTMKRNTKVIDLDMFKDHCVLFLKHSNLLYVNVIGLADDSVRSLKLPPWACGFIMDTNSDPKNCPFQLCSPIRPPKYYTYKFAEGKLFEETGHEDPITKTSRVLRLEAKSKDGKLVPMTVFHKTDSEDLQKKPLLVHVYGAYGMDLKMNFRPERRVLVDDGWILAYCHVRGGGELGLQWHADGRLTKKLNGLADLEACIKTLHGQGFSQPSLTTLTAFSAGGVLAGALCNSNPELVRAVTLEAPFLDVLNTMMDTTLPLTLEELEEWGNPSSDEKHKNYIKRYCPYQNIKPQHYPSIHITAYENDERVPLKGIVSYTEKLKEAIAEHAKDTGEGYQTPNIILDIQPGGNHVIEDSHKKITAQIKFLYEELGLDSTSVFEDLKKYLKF
Efflux pump mplx – inhibitors of Candida antifungal efflux pumps expressed in yeast | S. cerevisiae Candida pump triplex, Nile Red efflux | inhibition, % at 10 µM | hit rate 0.44% among 330,000;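 active = plate passing quality check with inhibition over a set limit, or well fluorescence over plate mean plus 4 SD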;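 also: Nile Red retained in pooled yeast measured as flow cytometry median fluorescence; 0% = buffer negative control and 100% = Enniatin B positive control; higher means more Nile Red kept so more efflux inhibition; some compounds called inactive have numbers as strong as hits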
TPT1 inh – C. albicans TPT1 enzyme inhibition; recombinant caTPT1, FP RNA substrate dephosphorylation; inhibition, % at 5 µM; hit rate 0.81% among 300,000; AID 1962;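 active = inhibition above the mean of all tested compounds plus 3 SD, set per screening campaign, cut at about 24% in these data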;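 also: plate controls were DMSO alone for no effect and ferristatin control at 100 nM for full effect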
ZTA DNA inh – blocks Epstein-Barr virus ZTA, an EBNA-1 counter-screen; P03206; ZTA-DNA binding, fluorescence polarization; inhibition, % at 11 µM; hit rate 0.15% among 320,000; AID 2234; in the data active = inhibition above about 33%
Target sequence (P03206 whole entry, looked up): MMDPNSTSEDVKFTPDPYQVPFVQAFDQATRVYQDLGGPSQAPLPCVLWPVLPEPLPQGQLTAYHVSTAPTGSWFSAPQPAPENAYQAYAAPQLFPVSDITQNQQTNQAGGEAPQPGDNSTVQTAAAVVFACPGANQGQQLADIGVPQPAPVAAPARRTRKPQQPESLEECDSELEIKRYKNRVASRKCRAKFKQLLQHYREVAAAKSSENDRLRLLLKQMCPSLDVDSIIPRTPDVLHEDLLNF
HCV core dimer – HCV core protein dimerization inhibition; TR-FRET GST/Flag-core106 dimerization, 1536-well; inhibition, % at 5 µM; hit rate 0.33% among 300,000; AID 1899;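 active = inhibition above the mean of all tested compounds plus 3 SD, set per screening campaign, cut at about 45% in these data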
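Test system: GST/Flag-tagged HCV core106 proteins; Medium: KF-containing HEPES buffer, pH 7.45, DTT, CHAPS, BSA; Times: compound-protein-antibody incubation 4 h at 22.5 °C; Detection: TR-FRET 671 and 617 nm emission; Benchmarks: wells lacking GST-core106 and wells with excess unlabelled core106.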
EBNA-1 inhibitor – blocks EBNA-1 binding to DNA | inhibition, % at 14.8 µM | EBNA-1 DNA binding, fluorescence polarization | AID 1950 | hit rate 0.34% among 300,000; in the data active = inhibition above about 28%
Active calls of the source: *; · = not tested or not shown. Not all compounds are listed. The share of hits here may be higher or lower than overall.

Screens in order: TPT1 inh, EBNA-1 inhibitor, Efflux pump mplx, PREPL inh, HCV core dimer, ZTA DNA inh, Fh CTSL1 inh, PP1 inh, PP5 inh
- COc1cccc(OCC(=O)N2CCCc3ccccc32)c1
    -1, 5, -0.3, 0, 5, -4, 0, -1, 0.4
- COc1cc(OC)c2c3c(c(C4CCCCC4)nc2c1)CCC3
    3, 6, -0.1, -6, -11, -4, 1, 0, 2.2
- S=C1NC(c2ccccc2)=NCN1c1ccccc1
    -2, -4, -0.1, 6, 1, -2, 0, -1, -0.1
- C=CCNCC(=O)Nc1sc2c(c1C(=O)Nc1ccc(OC)cc1OC)CCC2
    -6, -5, -0.1, 10, 12, -9, 1, 0, 3.8
- CN(C)S(=O)(=O)Oc1cccc(C(=O)Nc2ccc(Cl)c(Cl)c2)c1
    -3, -6, -0.1, -4, 1, -11, -2, 2, 5.0
- COc1ccc(NC(=O)N[C@@H](CCSC)C(=O)O)cc1Cl
    -2, 8, -0.2, -5, -3, -12, 1, -3, 0.4
- CC1(c2cccc(Br)c2)NC(=O)N(CC(=O)N2CCN(C(=O)c3ccco3)CC2)C1=O (centres undefined)
    ·, ·, 0.0, 14, ·, -3, ·, 1, -0.6
- C/C(=N\NC(=O)c1cccc([N+](=O)[O-])c1)c1cccnc1
    1, 10, 0.0, 0, 3, -5, 1, 0, -0.9
- Cc1cc(NC(=O)CN(C)S(=O)(=O)c2cccc(Cl)c2)no1
    0, -9, 0.2, -8, 4, 15, -1, -3, -0.8
- O=c1ccc(-c2ccc(S(=O)(=O)N3CCN(c4cccc(Cl)c4)CC3)o2)n[nH]1
    5, -13, 0.3, -8, -49, 4, -2, -4, 0.1
- O=C(CCC1CCCN(C(=O)c2cccs2)C1)N1CCN(c2ccccn2)CC1 (centres undefined)
    -1, 6, 0.0, -2, 1, -15, -3, 0, -3.3
- O=C(NCC1CCCO1)c1onc(CSc2ccc(F)c(F)c2)c1C(=O)O (centres undefined)
    -3, -3, ·, -5, 5, -1, -4, 1, 1.8
- CC1CCCC(C)N1C(=O)c1ccc(S(=O)(=O)NCc2ccco2)cc1 (centres undefined)
    -2, -14, 0.1, 13, -4, 6, -9, 1, 3.7
- O=C(Nc1ccnc(-c2ccncc2)n1)c1ccc(Cl)cc1
    1, -2, 0.0, 6, -4, 10, 3, -2, -1.2
- O=C(NC(=S)Nc1ccc(N2CCCCC2)c(Cl)c1)c1cccs1
    -5, 4, 0.0, 2, 5, -3, -3, 1, 3.0
- O=C(COC(=O)C1(c2ccccc2)CC1)NNC(=O)c1ccccc1
    2, 9, -0.1, -2, 2, 2, 9, -4, -0.8
- CC(=O)Nc1sc(NC(=O)c2ccco2)nc1-c1cccs1
    0, -3, 0.2, 8, 1, -12, 2, -1, -0.8
- Cc1c(C(=O)Nc2cccc([N+](=O)[O-])c2)cnn1-c1ccccc1
    -2, 9, -0.1, 4, 0, 0, 0, 1, 2.5
- Nc1cc(Cl)c(N)cc1Cl
    0, 4, -0.1, 3, -6, 6, -3, -3, -0.5
- CC(=O)Oc1cc2oc(=O)cc(C)c2cc1OC(C)=O
    -3, 9, 0.0, 11, -4, 8, 4, -6, 2.8
- Cc1cccc(NC(=S)NC(=O)CC2CC(C)(C)OC2=O)c1 (centres undefined)
    5, 7, 0.0, 4, 12, 5, -7, -5, 0.9
- CCc1c(C)[nH]c2nc3ccccc3n2c1=O
    -5, -1, -0.1, 28, 2, 3, 1, -1, -0.7
- CC1(C)CC(=O)C2=C(C1)N(c1cccc(Cl)c1)C(=O)NC2(C(F)(F)F)C(F)(F)F
    -3, -5, 0.1, 13, -10, -13, -2, -1, 1.6
- C=CCNC(=O)c1cc2c(=O)c3ccccc3oc2nc1C
    48*, -8, -0.1, -19, -1, -5, 0, -3, 0.2
- CN(CC(=O)Nc1ccccc1Cl)CC(=O)Nc1sc2c(c1C(N)=O)CCC2
    1, 6, -0.1, 10, 13, -10, 0, -2, 1.0
- COc1ccc(C2CC(=O)C(C=NCCN3CCN(C(C)=O)CC3)=C(O)C2)cc1 (centres undefined)
    5, 7, 0.1, 8, 2, -6, 0, 0, 4.0
- COc1cccc(/C=N/NC(=O)CNC(=O)COc2cccc(C)c2)c1O
    -2, -14, -0.1, 13, -5, -10, 0, -1, 1.3
- Cc1ccc(-n2nc(C)c3c(-c4cccs4)c(C#N)c(N)nc32)cc1
    7, 13, 0.2, -7, -2, 6, -2, -3, 3.1
- Cc1ccsc1C(=O)Nc1cccc(-n2cnnn2)c1
    -4, 1, 0.0, 10, -16, -3, 19*, -8, 0.0
- CC(Oc1cc2oc(=O)c3c(c2cc1Cl)CCC3)C(=O)NCc1ccccn1 (centres undefined)
    0, -1, -0.1, 0, -2, 0, -1, -3, -1.3

Additional results.
Screens in order: TPT1 inh, EBNA-1 inhibitor, Efflux pump mplx, PREPL inh, HCV core dimer, ZTA DNA inh, Fh CTSL1 inh, PP1 inh, PP5 inh
- CC(=O)c1c(C)[nH]c(C(=O)Nc2ccc(Cl)cc2F)c1C
    -5, 7, -0.2, -6, 1, 15, -2, -1, 1.0
- CCCCCCCC1=CC2=CC(=O)C(C)(OC(C)=O)C(=O)C2=CN1CCc1ccccc1 (centres undefined)
    1, 2, 0.0, 28, 30, 5, -1, 7, 2.8
- Cc1cccc(CNC(=O)C(C)n2nc(C)c3c(C)n(-c4ccccc4)nc3c2=O)c1 (centres undefined)
    -1, -7, -0.1, 6, 0, 10, -2, -1, 2.2
- C=CCOC(=O)C1=C[C@@H](c2cn(C(C)=O)c3ccccc23)C[C@@H](OCc2ccc(CO)cc2)O1
    1, 8, ·, 7, 13, 11, 2, 3, 4.8
- COc1ccc(CNC(=O)CN(C(=O)c2snc(C(N)=O)c2N)c2ccc(F)cc2)cc1
    -1, 3, -0.2, -11, 2, 17, 2, 7, -1.6
- O=C(CCCCCNc1nc(=S)[nH]c2ccccc12)NCCC1=CCCCC1
    -2, 7, -0.1, -5, 6, 4, 0, -4, -2.3
- Cc1cc(C)cc(N(C(=O)c2csnn2)C(C(=O)NC2CCCCC2)c2ccccn2)c1 (centres undefined)
    2, 1, 0.0, 5, -19, 4, 0, 7, -6.1
- O=C1c2cccc([N+](=O)[O-])c2C(=O)N1c1cccnc1
    -2, -7, 0.2, 5, 0, -3, 2, 1, -2.0
- CCCc1ccc2oc(C(=O)NCCCN3CCOCC3)c(C)c2c1
    0, 3, 0.2, 9, 2, 2, -3, 0, 1.8
- CC(C)(C)OC(=O)NC(CCCCNC=O)C(=O)O (centres undefined)
    0, -4, -0.1, 0, -2, -5, -5, -3, 2.0
- CCn1ncc(CN2CCCC(C(=O)c3cccc(OC(C)C)c3)C2)c1C (centres undefined)
    -2, 10, -0.3, 9, -9, -11, 3, -1, 0.4
- CCOC(=O)c1c(C)nc2c(c1-c1ccc(OC)cc1)C(=O)CC(C)(C)C2
    -5, 0, 0.3, -2, 2, 3, 1, 8, 1.6
- CC(C)C(=O)NC(c1cccs1)c1cc([N+](=O)[O-])c2cccnc2c1O (centres undefined)
    2, -8, -0.2, 0, -2, 4, 4, 26*, 1.0
- Cc1cccc(CC(Cc2nc3ccccc3[nH]2)c2nc3ccccc3[nH]2)c1 (centres undefined)
    -9, -1, 0.0, 13, 2, 2, -2, 3, 0.2
- Cc1ccc(OCC(O)CN2CCOCC2)c(C)c1 (centres undefined)
    -1, -12, 0.0, 5, -14, -18, -6, -1, 2.2
- Cc1ccccc1-n1ncc(C(C)NC(=O)c2ccccc2)c1C (centres undefined)
    -7, -9, 0.0, 14, -5, -18, 0, 2, 3.0
- O=C(COC(=O)c1ccc(C(F)(F)F)cc1)NC(=O)NC1CCCC1
    ·, ·, 0.0, 13, ·, 8, ·, -2, 1.5
- Cc1nc2ccccc2n1S(=O)(=O)c1cc(C(=O)O)ccc1Cl
    -2, 8, -0.3, 6, -3, 5, -2, 1, -0.7
- COc1cc(/C=N/NC(=O)c2ccc(N(C)S(=O)(=O)c3ccccc3)cc2)cc(OC)c1OC
    -1, -9, 0.1, 11, 2, -5, -2, 1, 2.6
- Cc1ccc(C)c(NC(=O)CSc2nnc(CNC(=O)c3ccco3)n2C)c1
    -3, 12, 0.0, 31, -17, -4, 4, -1, -0.6
- Cc1cccc(N=C2NC(=O)CS2)c1C
    1, 2, 0.1, 5, -2, 6, -1, -4, 0.2
- COc1ccccc1CN(CC(=O)NCc1ccco1)C(=O)CNS(=O)(=O)c1ccccc1
    4, -17, 0.1, 13, 10, -1, -3, 2, 0.9
- CN(C)S(=O)(=O)N(CC(=O)Nc1ccc(F)c(F)c1)c1ccccc1
    2, 12, 0.1, -21, 24, 4, -3, -5, 0.6
- NC(N)=NC(N)=Nc1cccc(Cl)c1
    0, -3, 0.0, -9, -1, -2, 1, -1, 0.8
- N#Cc1ccc(N2CCOCC2)c([N+](=O)[O-])c1
    -4, 5, -0.2, -2, -1, 0, 0, -2, -2.9
- NCCNC(=O)Cn1c(=O)c2c3c(sc2n(Cc2ccccc2)c1=O)CCCC3
    3, -8, -0.3, 19, -8, -5, -1, 1, 1.8
- COc1ccc(S(=O)(=O)NCC2CCC(C(=O)NCCCN3CCCC3=O)CC2)cc1 (centres undefined)
    1, -14, 0.0, 6, 3, -1, 4, -1, 2.9
- Cc1c(NC(=O)COC(=O)C23CC4CC(CC(O)(C4)C2)C3)c(=O)n(-c2ccccc2)n1C
    0, -5, -0.1, 2, -3, -3, -6, -1, -1.1
- O=C(c1cccc(Br)c1)N1CCN(C(=O)c2cccc(Br)c2)CC1
    -5, 5, 0.1, 19, 5, -1, -2, -3, 1.6
- CCCCCNc1nc(N2CCCC2)c2c(c1C#N)CCN(C)C2
    -10, 2, 0.1, 55*, -6, 3, 2, 5, 0.5

Fetched by compound from the entries so far:
Screens in order: TPT1 inh, EBNA-1 inhibitor, Efflux pump mplx, PREPL inh, HCV core dimer, ZTA DNA inh, Fh CTSL1 inh, PP1 inh, PP5 inh
- Cc1cccc(NC(=S)NC(=O)CC2CC(C)(C)OC2=O)c1 (centres undefined)
    5, 7, 0.0, 4, 12, 5, -7, -5, 0.9
- O=C(COC(=O)c1ccc(C(F)(F)F)cc1)NC(=O)NC1CCCC1
    ·, ·, 0.0, 13, ·, 8, ·, -2, 1.5
- CN(C)S(=O)(=O)Oc1cccc(C(=O)Nc2ccc(Cl)c(Cl)c2)c1
    -3, -6, -0.1, -4, 1, -11, -2, 2, 5.0
